# TbPYK inhibitor – T. brucei pyruvate kinase inhibition | Q57TT1 | TbPYK enzyme, Kinase-Glo Plus ATP luminescence, 45 min | Potency, µM (highest dose often 76.8 µM), for the others: top-dose activity, negative = inhibition, hits mostly inhibitors | 410,000 tested, 0.12% active | AID 624173; active = well fitted inhibition curve with a large enough effect; also: nearly all actives have a fitted effect of over 50% in size
#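 Luminescence from Kinase-Glo Plus, added after a 45-minute room-temperature reaction, served as the end-point read-out. The enzyme and substrate were preincubated with compound before ADP (130 uM final) initiated turnover. Concentration-effect curves came from normalized qHTS data.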
# Starred values were filed as active, the others as inactive; [ ] = another dose, or the depositor's remark. % is scaled to controls: 0 for no effect and ±100 for the full control effect; potency is read from the fitted curve at half-maximal effect. This is a subset; rates above refer to the full screens.
Molecule	TbPYK inhibitor
O=C(O)c1ccccc1Nc1cc(Cl)ccc1C(=O)O	5.8%
COc1ccc(OCC(=O)N2CCC(c3nc4ccccc4s3)CC2)cc1	0.6%
Cc1ccc(S(=O)(=O)N2CCCc3cc(NC(=O)c4cccc(Cl)c4)ccc32)cc1	-3.1%
COc1cc(C2=CCN(C(C)=O)CC2)ccc1OC(C)=O	1.9%
CCOC(=O)C1=C(CN(C)Cc2ccccc2)NC(=O)NC1c1ccc(OC(C)C)cc1 (stereo not given)	-6.1%
Cc1ccc2c(CNC3CCCCC3)c(C(=O)O)n(Cc3ccc(F)cc3)c2c1	0.5%
Nc1nc(F)nc2c1ncn2[C@@H]1O[C@H](COP(=O)(O)O)[C@@H](O)[C@@H]1O	1.5%
O=C(Nc1ccc2c(c1)OCCO2)c1cccn(Cc2cccc(F)c2)c1=O	0.1%
Cc1cc(NC(=O)C2CCCN(S(=O)(=O)c3ccc(Br)s3)C2)ccc1Br (stereo not given)	3.3%
O=C(CSc1nc2c(c(=O)[nH]1)CCC2)Nc1ccccc1C(F)(F)F	5.4%
Cc1ccccc1OCC(=O)Nc1ccc(-c2nc3ccccc3o2)cc1	-4.2%
CC(=O)Nc1nonc1-c1nnc(SCC(=O)Nc2ccc(F)cc2F)n1-c1ccccc1	0.0%
CCc1ccc(OCC(=O)NCc2nc(-c3cccc(C)c3)no2)c(Br)c1	-0.7%
COc1ccccc1NC(=O)CSc1nc(-c2ccccc2F)nc2cc(=O)[nH]n12	2.1%
O=C(CCc1nc(-c2ccccc2F)no1)Nc1cccc(C(F)(F)F)c1	-10.3%
Cc1cccc(CN2CCC(CNc3ncnc4onc(-c5ccc(Cl)cc5)c34)CC2)c1	-2.3%

# 4 neighbouring entries from above, quoted:
Molecule	TbPYK inhibitor
CCc1ccc(OCC(=O)NCc2nc(-c3cccc(C)c3)no2)c(Br)c1	-0.7%
COc1ccccc1NC(=O)CSc1nc(-c2ccccc2F)nc2cc(=O)[nH]n12	2.1%
O=C(CCc1nc(-c2ccccc2F)no1)Nc1cccc(C(F)(F)F)c1	-10.3%
Cc1cccc(CN2CCC(CNc3ncnc4onc(-c5ccc(Cl)cc5)c34)CC2)c1	-2.3%

# Later entries
Molecule	TbPYK inhibitor
CCn1cc(C(=O)NCCc2ccc(OC)c(OC)c2)c(=O)c2cc(S(=O)(=O)N(C)C3CCCCC3)ccc21	-7.0%
CCOC(=O)C1CCCN(C(=O)Cn2ncc3c(C)n(Cc4ccccc4Cl)c(C)c3c2=O)C1 (stereo not given)	0.3%
CCOc1ccc(NC(=O)C2CCN(S(=O)(=O)c3cc(-c4noc(C)n4)ccc3C)CC2)cc1	-15.7%
COc1ccc(CCNC(=O)CCCn2c(=O)c3cccn3c3ccc(F)cc32)cc1OC	4.2%
O=C(Nc1ccc2c(c1)N(C1CCCC1)C(=O)c1ccccc1S2)c1ccc(F)cc1	2.0%
Cc1cc(C)c2c(n1)nn1c(C)c(CCC(=O)Nc3ccc(C)c(Cl)c3)c(C)nc21	-2.3%
CCc1ccc(C(=O)COC(=O)C(Cc2c[nH]c3ccccc23)NC(=O)c2ccc(Br)cc2)cc1 (stereo not given)	-10.4%
O=c1n(Cc2ccc(F)cc2Cl)c2ccccc2c2nc(-c3ccccc3)nn12	3.2%
CCCCn1c(NCc2cc(Br)ccc2O)nc2ccccc21	-2.3%
CCOc1ccc(OCC)c(NS(=O)(=O)c2ccc3c(c2)CCCN3C(C)=O)c1	0.0%
CCCCNC(=O)c1ccc(-c2nc(CN3CCc4ccccc43)c(C)o2)cc1	5.9%
Cc1cccc(C(=O)N(Cc2nc(-c3ccc(Cl)cc3)no2)C(C)C)c1	-3.4%
N#Cc1ccc(CN2CC3(CCN(C(=O)c4csnn4)CC3)C2)cc1	5.0%
CN1CCc2nc3sc(C(=O)Nc4c(F)cccc4F)c(N)c3cc2C1	-23.8%
Cc1c(Cl)cccc1NS(=O)(=O)c1ccc2[nH]cc(C(=O)NC3CCCC3)c(=O)c2c1	-6.2%
COc1cccc(Nc2sc(C(=O)c3ccc(F)cc3)c(N)c2C(=O)NCc2ccc(C)cc2)c1	10.3%
Cc1cc(Cl)ccc1-n1c(CCC(=O)O)ccc1-c1cccs1	-4.8%
Cc1cccc(NC(=O)CN2c3ccccc3S(=O)(=O)c3ccccc32)c1C	4.0%
COc1cccc(C(=O)NC(=O)Nc2ccc(-n3nc(C(F)(F)F)cc3C(F)(F)F)cc2)c1	1.9%
CC1CCc2c(sc3nnn(CCCCOc4ccc(Cl)cc4)c(=O)c23)C1 (stereo not given)	-11.7%
COc1ccc(-n2ncc(C(=O)NCCc3ccsc3)c2C2CCN(C(=O)OC(C)(C)C)CC2)cc1	-2.4%[15.4 µM]
CCOc1ccccc1N1CC(c2nc3ccccc3n2CCOc2ccc(OC)cc2)CC1=O (stereo not given)	-7.6%
Cc1ccc(CCNc2ncnc3onc(C)c23)cc1	0.3%
O=C(Nc1ccc(Cl)cc1)c1cc(S(=O)(=O)N2CCc3ccccc32)ccc1F	4.3%[15.4 µM]
Cc1ccc(C2=CC(c3ccccc3F)n3c(nc4ccccc43)N2)cc1C (stereo not given)	2.6%
Cc1oc(-c2cccc(Br)c2)nc1CN1CCC(C(=O)NCCc2ccc(Cl)cc2)CC1	-4.5%
CCOC(=O)Cc1ccc(NC(=O)N(Cc2ccc(CC)cc2)Cc2cn[nH]c2-c2ccc(OC)cc2)cc1	-5.4%
C[N+]1(C)CCN(C[C@@](O)(c2ccccc2)C2CCCCC2)CC1	4.8%
O=c1c(-c2cccs2)nc2cnc(Oc3ccccc3)nc2n1-c1ccccc1	6.1%
CCC(Sc1nncn2c1cc1occc12)C(=O)Nc1ccc(C)c(Cl)c1 (stereo not given)	-3.3%
N#Cc1ccccc1NC(=O)C(=O)NCCc1csc(-c2ccc(C(F)(F)F)cc2)n1	-7.8%
COc1ccccc1N1CCN(S(=O)(=O)CCNC(=O)COc2ccc(F)cc2)CC1	4.0%
C#CCOc1ccc(-c2nnc(Nc3ccc(NC(C)=O)cc3)c3ccccc23)cc1	-6.6%
COc1ccc(-c2nc(Cn3c(SCc4ccccc4F)nc4cccnc43)c(C)o2)cc1	-1.3%
COc1ccc(CNCCSc2nnnn2-c2ccccc2)c(OC)c1	2.4%
O=C(Cn1cc(S(=O)(=O)Cc2ccc(F)cc2)c2ccccc21)NCc1ccccc1Cl	2.9%[15.4 µM]
CCn1cc(S(=O)(=O)c2ccc(C)cc2)c(=O)c2cc(F)c(N3CCCCCC3)cc21	-0.1%
COc1cccc(CNC(=O)c2ccc3oc(=O)n(Cc4ccccc4)c3c2)c1	-4.6%
COc1ccc(Cl)cc1NC(=O)CSc1nc(=O)[nH]c2c1CCCC2	-1.1%
Cc1cccc(NC(=O)c2ccc3nc(C(C)C)oc3c2)c1C	0.4%
CC1CCCN(c2cc3c(cc2F)c(=O)c(S(=O)(=O)c2cccc(Cl)c2)cn3C)C1 (stereo not given)	0.1%
Cc1cc(Oc2nc3ccccn3c(=O)c2/C=C(\C#N)c2nc3ccccc3s2)ccc1Cl	-24.4%
CCC(C(=O)NCCc1ccccc1)n1nc(C)c2sc3ccccc3c2c1=O (stereo not given)	1.8%
O=C(CCn1c(=O)c2cccn2c2cccnc21)N1CCN(c2ccc(Cl)cc2)CC1	0.2%
Cc1ccc(CCNC(=O)Cn2c(-c3cccs3)cc3ccccc32)cc1	2.2%
CCOC(=O)c1sc2ccccc2c1S(=O)(=O)N1CCN(c2cc(C)ccc2C)CC1	-10.3%
COc1cccc2c1cc1c(=O)n(CC(=O)O)nc(C)n12	-2.3%
CCOc1ccc(NC(=O)CSc2nc(-c3cccs3)cc(C(F)(F)F)c2C#N)cc1	-24.0%
CCOc1ccc(CNC(=O)C2CCCCN2S(=O)(=O)c2ccc(F)cc2)cc1OC (stereo not given)	2.5%
O=C(Nc1ccc(OC(F)(F)F)cc1)c1nc2ccccc2nc1N1CCCCC1	-1.9%
CCOC(=O)c1sc2ncn(CC(=O)Nc3cc(Cl)ccc3C)c(=O)c2c1C	-8.8%
COc1ccc(CN2CCc3nc(N4CCN(c5ccc(F)cc5)CC4)ncc3C2)c(OC)c1OC	1.5%
Cc1cccc(C)c1-n1ncc(C(=O)N2CCN(c3ccccn3)CC2)c1C1CCN(C(=O)OC(C)(C)C)CC1	2.1%
COc1ccc(Nc2nc3c(S(=O)(=O)c4ccccc4)nnn3c3ccc(Cl)cc23)cc1OC	1.6%
Cc1ccc(-n2ncc3c(N4CCCCC4)ncnc32)cc1	-14.9%
CCc1nc2ccc(C(=O)N3CCN(c4cc(Cl)ccc4C)CC3)cc2nc1CC	1.9%

# Carrying on.
Molecule	TbPYK inhibitor
CCc1ccc(OCC(=O)Nc2ccc3oc(-c4ccc(OC)cc4)nc3c2)cc1	-2.9%
CCCCn1c(SCC(=O)Nc2ccc(OCC)cc2)nc2ccsc2c1=O	-2.0%
Cc1ccccc1-c1nn2c(=O)cc(CN3CCN(C(=O)COc4ccccc4Cl)CC3)nc2s1	1.6%
Cc1ccc2oc(-c3cccc(NC(=O)c4cccc5c(Cl)cccc45)c3)nc2c1	0.7%
CCOc1ccccc1NC(=O)NCCn1c(=O)oc2ccc(C)cc21	-0.4%
O=c1cc(N2CCN(c3ccc(F)cc3)CC2)[nH]c(=O)n1-c1cccc(Br)c1	1.0%
CCOC(=O)c1nnn(C(CC)C(=O)Nc2c(C)cccc2C)c1C(=O)OCC (stereo not given)	-6.7%
COc1cccc(CNC(=O)CCn2cnc3ccccc3c2=O)c1	0.5%
CCNc1ncc2nc(CCc3ccccc3)c(=O)n(C)c2n1	0.0%
Cc1nc(Nc2ccc(Cl)cc2)cc(-c2ccccc2)n1	1.8%
CCOc1ccc(-n2nc3ccc(NC(=O)c4cccc(F)c4)cc3n2)cc1	0.9%
COc1cc(NC(=O)c2cc3nc(-c4ccc(C)cc4)cc(C(F)(F)F)n3n2)cc(OC)c1OC	1.9%
COC(=O)c1ccc(C2c3c(-c4ccccc4O)n[nH]c3C(=O)N2Cc2cccnc2)cc1 (stereo not given)	0.3%
COC(=O)c1ccccc1NC(=O)CN(c1ccccc1OC)S(C)(=O)=O	-7.1%
Cc1ccc2nc(CSc3nnc(NC(=O)COc4ccccc4)s3)cc(=O)n2c1	0.0%
Cc1cc(F)ccc1NC(=O)CCSc1nc(-c2ccco2)cc(C(F)(F)F)n1	-4.0%
CCc1ccccc1NC(=O)CSc1ncc2c(n1)-c1ccccc1N(Cc1ccc(C)cc1)S2(=O)=O	6.4%
COc1cc(-c2noc(-c3ccc(NC4CCCC4)c([N+](=O)[O-])c3)n2)cc(OC)c1OC	0.0%
COc1cccc(CC(=O)Nc2ccc(-c3nc4ccccc4s3)cc2Cl)c1	-0.4%
COc1ccc(-c2noc(CN(C(=O)c3cc(OC)c(OC)cc3OC)C(C)C)n2)cc1	1.3%
O=c1c2ccccc2n2c(-c3ccc(Cl)cc3)nnc2n1CCc1ccccc1	-5.4%
O=C(Nc1cccc(Br)c1)N1CCC(CN2CCCCC2)CC1	-1.1%
Cc1ccccc1NC(=O)c1ccc(F)c(S(=O)(=O)N(C)C2CCCCC2)c1	1.0%
Cc1nc2cnc(N3CCNCC3)nc2n(CCC#N)c1=O	-0.9%
COc1ccccc1OCC(=O)N(Cc1ccc(N(C)C)cc1)CC1CCCO1 (stereo not given)	-13.9%
COc1cccc(NC(=O)Cn2c(=O)n(-c3cccc(OC)c3)c(=O)c3sc4ccccc4c32)c1	6.9%
COc1ccc(C(=O)N2CCC3(CC2)CCN(c2ncccn2)CC3)cc1	-7.5%
COc1ccc(S(=O)(=O)N(CCc2ccccc2)CC(=O)NCc2ccc(C)cc2)cc1	-7.9%
O=C(CCS(=O)(=O)c1cc(Br)cc2c1N(C(=O)C1CC1)CC2)N1CCN(c2ccc(F)cc2)CC1	-3.9%
O=C(CSc1nc(-c2ccc(F)cc2)[nH]c1-c1ccc(F)cc1)Nc1ccc2c(c1)OCCO2	1.0%
CCOc1cc(CN2CCN(S(=O)(=O)c3ccc(C)cc3)CC2)ccc1OC	-3.1%
COc1ccc(NC(=O)c2c(NC(=O)COc3ccccc3)sc3c2CCC(C(C)(C)C)C3)cc1 (stereo not given)	-4.6%
O=C(c1ccncc1)N1CCC2(CC1)CCN(c1ncccn1)CC2	-2.6%
Cc1ccn2cc(-c3ccc(C)c(NS(=O)(=O)c4ccc(Cl)cc4)c3)nc2c1	1.3%
CCOc1ccccc1NS(=O)(=O)c1cc(-c2cnc(C3CC3)o2)ccc1C	-21.3%
Cc1cccc(N(C)c2nc3ccc(C)cc3n3nnnc23)c1	-2.9%
COc1ccc(-c2csc3ncnc(Nc4ccccc4)c23)cc1	-4.8%
Cc1cc(Cl)ccc1NC(=O)CCS(=O)(=O)c1cc2c(cc1C)NC(=O)CO2	-4.8%
O=C(NC1CCCCCC1)C1CCN(C(=O)N2CCOc3ccccc32)CC1	-8.8%
Cc1cccc(NC(=O)N2CCc3c(sc4c3CCCC4)C2c2ccc(F)cc2)c1 (stereo not given)	0.7%
Cc1ccccc1CN1CCC(CNc2ncnc3onc(-c4ccc(Cl)cc4)c23)CC1	-1.2%
CCOc1ccc(NC(=O)c2c(NCc3cccs3)sc3c2CCCCC3)cc1	-17.3%
CCCN1Cc2cccc(C(=O)Nc3ccccc3C(=O)OC)c2C1=O	-5.9%
CCOC(=O)c1c(NC(=O)/C=C/c2ccc(C)cc2)sc(C(C)=O)c1C	-6.9%

# High-throughput results deposited in PubChem BioAssay by National Center for Advancing Translational Sciences (NCATS).
